Vif-APOBEC3G blk = qHTS for Inhibitors of Vif-A3G Interactions: qHTS; HeLa A3G-eYFP + Vif (tagged APOBEC3G with the HIV-1 protein that degrades it), YFP fluorescence, overnight; Potency, µM (highest dose often 46.1 µM), for inactives: at the top dose activity, negative = active, most hits filed as inhibitors; 410,000 compounds, 0.076% hits; AID 602310, 2012;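 further: potency means the concentration at half of the fitted maximal effect; on the % scale 0 is the no-effect control and ±100 the full control effect; nearly all actives have a fitted effect of over 60% in size; hits raise eYFP signal because A3G escapes Vif-driven loss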
Target sequence (Q9HC16 whole entry, looked up): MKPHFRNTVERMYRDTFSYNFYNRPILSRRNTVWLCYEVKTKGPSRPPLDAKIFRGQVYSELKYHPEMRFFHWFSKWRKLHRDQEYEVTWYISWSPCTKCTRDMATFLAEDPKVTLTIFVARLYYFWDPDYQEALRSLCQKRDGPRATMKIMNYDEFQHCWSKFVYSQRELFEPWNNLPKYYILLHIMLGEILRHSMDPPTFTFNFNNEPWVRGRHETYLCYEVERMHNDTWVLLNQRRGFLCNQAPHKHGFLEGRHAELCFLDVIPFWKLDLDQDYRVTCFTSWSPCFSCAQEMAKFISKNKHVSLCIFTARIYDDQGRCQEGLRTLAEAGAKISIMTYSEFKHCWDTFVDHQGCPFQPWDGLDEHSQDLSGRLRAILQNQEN
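HeLa cells stably expressing Vif and C-terminally eYFP-tagged A3G, seeded overnight at 37 deg C, then exposed to compound by pintool overnight at 37 deg C. Rise in yellow fluorescence (Ex 488/Em 500-530, Acumen) marks blocked Vif-driven A3G degradation.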
D2 ag = HTS Assay for Allosteric Agonists of the Human D2 Dopamine Receptor: Primary Screen for Agonists; D(2) dopamine receptor (Homo sapiens), P14416; HEK293 T-REx D2 cells, calcium flux agonist mode; activation, % at 2 µM; 340,000 compounds, 0.53% hits; AID 485358, 2010;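 active means activation over 3 SD above normal in the single-dose calcium agonist read, cut at about 30% in these data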; further: 0% is about no effect
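HEK293 Trex D2 cells, tetracycline-induced, o/n 30 C 5% CO2; no-wash Ca dye, RT 30–90 min; 10-cycle baseline, 23 nl cpd added, kinetic Ca read 180 s; agonist hits = positive Ca response.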
RGS4 inhibitor = Inhibitors of Regulator of G Protein Signaling (RGS) 4: qHTS. Regulator of G-protein signaling 4 (Homo sapiens), P49798. Transcreener GDP fluorescence polarization, RGS4-accelerated GTP hydrolysis. Potency, µM (series often up to 114 µM), for the others: at the top dose activity change, negative = inhibition, usual class: inhibitors. 390,000 compounds, 0.039% hits; further: potency means the concentration at half of the fitted maximal effect; on the % scale 0 is the no-effect control and ±100 the full control effect; nearly all actives have a fitted effect of over 75% in size; some results filed as inactive show a strong effect at the top dose
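MLSMR compounds (23 nl, pin-transferred) preincubated 10 min at room temperature with a 500nM (2x) first reagent, then RGS4 at 900nM (2x) plus Transcreener GDP mix added; fluorescence polarization (620/688 nm) read before and after 90 min at 30 °C.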
Glioma ERSR ind = qHTS for Inducers of the Endoplasmic Reticulum Stress Response (ERSR) in Human Glioma: qHTS. AID 602332, 2012. 420,000 compounds, 0.02% hits. U87-MG GRP78 promoter luciferase reporter, 16 h. Potency, µM, for inactives: at the highest dose activation, hits mostly activators; further: potency means the concentration at half of the fitted maximal effect; series mostly up to about 76 µM; % of control where 0% means no effect; nearly all actives have a fitted effect of over 35% in size
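ERSR induction read as luciferase luminescence (Bright-Glo, 10 min at room temperature) in stably transfected human U87-MG glioma cells exposed to compounds for 16 h, using GRP78 as sensor.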
ERG Ets-DNA blk = qHTS for Small Molecule Inhibitors of the ERG Ets/DNA interaction; 370,000 compounds, 0.028% hits; Potency, µM (titrated, usually from 76.9 µM), for inactives: top-dose FP activity, negative = inhibition, most hits filed as inhibitors; Transcriptional regulator ERG (Homo sapiens), P11308; fluorescence polarization, His-ERG Ets domain / labelled DNA; active means well fitted inhibition curve with a large enough effect in the polarisation, with a control signal flat; inconclusive means small, poorly fitted or top-dose-only effect, or effect the other way, or a change in a side signal; inactive means no such curve, though single readings can be large or run the other way; the % refers to the polarisation;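 further: polarization taken with two DNA probes labelled with fluorescein and Texas red; potency means the concentration at half of the fitted maximal effect; % of control where 0% means no effect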
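His-tagged ERG Ets domain (1 uM in the protein solution; 300mM KCl, 50mM Tris-HCl, 1mM EDTA, 1mM DTT, pH 7.5) received compound, then a probe mix of 5 nM fluorescein-DNA and 100nM Texas-615-DNA. Fluorescence polarization was read for both dyes.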
LDHA inh = qHTS assay for inhibitors of human lactate dehydrogenase. L-lactate dehydrogenase A chain (Homo sapiens), P00338. activity change, % (values are at about 110 or 230 µM). purified LDHA, NADH/diaphorase-resazurin fluorescence; hits give low values. 480,000 compounds, 0.15% hits; in the data active means activity change below about -30%; inconclusive means mostly about -25% to -30%;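 further: plate controls were DMSO wells for no effect and wells without enzyme for full effect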
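Human LDH5 at 2 nM final in Tris HCl pH 7.4 with 0.06 mM NADH and 0.2 mM pyruvate, reacted 5 minutes at room temperature. Remaining NADH coupled via diaphorase/resazurin; resorufin fluorescence read at 0 and 20 minutes, normalized to enzyme-free and DMSO wells.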
D2 antag = HTS Assay for Allosteric Antagonists of the Human D2 Dopamine Receptor: Primary Screen for Antagonists | inhibition, % at 10 µM | 340,000 compounds, 2% hits | D(2) dopamine receptor (Homo sapiens), P14416 | AID 485344, 2010 | HEK293 TREx D2 cells, calcium flux, dopamine EC80; in the data active means inhibition above about 30%; further: 0% is about no effect
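Overnight-induced (tetracycline, 30 C) HEK293 T-REx cells carrying force-coupled D2 receive a no-wash calcium dye, then compound, then EC80 dopamine at 180 s; signals are read kinetically throughout.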
12-LOX inh = Primary qHTS assay for inhibitors of human arachidonate 12S-lipoxygenase (ALOX12): Round 2; Polyunsaturated fatty acid lipoxygenase ALOX12 (Homo sapiens), P18054; purified 12hLO, xylenol orange hydroperoxide absorbance; 580,000 compounds, 1.1% hits; Potency, µM (top dose mostly 108 µM), for inactives: at the top dose activity change, negative = inhibition, hits mostly inhibitors; further: potency means the concentration at half of the fitted maximal effect; on the % scale 0 is the no-effect control and ±100 the full control effect
Target sequence (P18054 whole entry, looked up): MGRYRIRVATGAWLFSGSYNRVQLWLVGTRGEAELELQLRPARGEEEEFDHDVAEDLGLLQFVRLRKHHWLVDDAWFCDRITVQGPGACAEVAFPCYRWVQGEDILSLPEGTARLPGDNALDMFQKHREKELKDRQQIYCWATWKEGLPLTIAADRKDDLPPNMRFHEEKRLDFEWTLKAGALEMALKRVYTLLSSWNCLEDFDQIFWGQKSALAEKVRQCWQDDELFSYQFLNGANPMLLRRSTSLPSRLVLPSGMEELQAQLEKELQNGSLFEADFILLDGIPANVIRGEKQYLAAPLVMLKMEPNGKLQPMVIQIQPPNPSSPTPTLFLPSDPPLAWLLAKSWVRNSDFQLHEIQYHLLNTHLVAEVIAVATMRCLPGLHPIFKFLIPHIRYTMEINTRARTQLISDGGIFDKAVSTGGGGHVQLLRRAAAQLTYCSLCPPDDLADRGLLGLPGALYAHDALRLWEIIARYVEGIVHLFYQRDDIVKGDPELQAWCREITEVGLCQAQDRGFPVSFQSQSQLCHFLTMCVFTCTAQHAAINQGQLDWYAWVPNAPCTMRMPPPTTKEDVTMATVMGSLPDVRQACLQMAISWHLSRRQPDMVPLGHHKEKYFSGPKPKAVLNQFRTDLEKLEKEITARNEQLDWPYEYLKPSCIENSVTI
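Hydroperoxide product was detected by ferrous iron/xylenol orange as the 573 to 405 nm absorbance ratio. Arachidonic acid at 40 uM (final) was turned over for 30 min at room temperature by 150 nM human 12hLO, pH 7.0 Hepes buffer, after 15 min compound preincubation.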
Vif-A3F inh = qHTS for Inhibitors of Vif-A3F Interactions: qHTS. AID 602313, 2012. Potency, µM (doses to about 46.1 µM), inactives show at the highest dose activity, negative = active. HeLa A3F-eYFP + Vif (tagged APOBEC3F with the HIV-1 protein that degrades it), YFP fluorescence increase. 390,000 compounds, 0.2% hits; further: potency means the concentration at half of the fitted maximal effect; % of control where 0% means no effect; nearly all actives have a fitted effect of over 65% in size
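Fluorescence increase (Ex 488/Em 500-530) after overnight compound treatment at 37 deg C flags inhibition of Vif-driven A3F-eYFP loss in stable HeLa A3F-eYFP/Vif cells seeded overnight beforehand.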
Active calls of the source: *; ? = inconclusive; . = not tested or not shown; & = joins results of further samples; [ ] = another dose, or the depositor's remark. Unless noted, the call rests on the fitted dose curve; in most records, active means well fitted curve in the direction sought with a large enough effect; inconclusive means small, poorly fitted or top-dose-only effect, or another doubt; inactive means no such curve, though single readings can be large; an effect the other way counts as inactive or inconclusive. Only part of the results is shown; count on the stated rates, not on these rows.

SMILES	Vif-APOBEC3G blk	D2 ag	RGS4 inhibitor	Glioma ERSR ind	ERG Ets-DNA blk	LDHA inh	D2 antag	12-LOX inh	Vif-A3F inh
COc1ccc(CNC(=O)CS(=O)(=O)Cc2nc(-c3cccc(OC)c3)oc2C)cc1	1.2%	.	27.4%	-5.3%	-12.9%	?	.	-3.8%&12.4%	2.1%
CCOc1ccccc1NC(=O)c1ccccc1-c1nc(-c2ccccc2OC)no1	-11.2%	1.9	16.4%	4.6%	6.3%	-1.2	-8.2	24.2%	0.7%
COC(=O)c1ccc(S(=O)(=O)c2ccc(Cl)cc2)c(N)c1	-3.1%	-0.5	-11.7%	-5.3%	20.9%	0.0	-4.2	5.0%	-2.6%
Cc1ccc(-c2nc(CSCC(=O)N3CCOCC3)c(C)o2)cc1	7.2%	0.4	1.1%	4.7%	-6.9%	-9.2&-6.2	6.5	0.0%&-0.8%	4.2%
CC(OC(=O)c1ccc2ncsc2c1)C(=O)NC1CCCCC1C (configuration not stated)	-10.4%	0.3	-26.6%	1.3%	-2.4%	-1.3	2.5	2.7%	7.5%
CCC(C)N1C(=O)S/C(=C/c2ccc(Sc3nc4ccccc4[nH]3)o2)C1=O (configuration not stated)	-3.6%	0.9	-9.7%	-0.7%	.	-4.7	-0.5	-1.4%[57.4 µM]	0.7%
CCOC(=O)CN1C(=O)S/C(=C/c2ccc3c(c2)n(C)c(=O)n3C)C1=O	-1.8%	-0.4	-33.7%	-1.2%	-3.9%	-2.0	5.6	-18.2%	1.0%
CC(C)CN1C(=O)c2ccc(C(=O)Nc3nccs3)cc2C1=O	0.8%	0.7	21.6%	1.8%	-18.1%	-5.0	-21.0	-0.6%	-4.7%
COc1cc2nc(=S)n3[nH]c(COc4ccccc4C)nc3c2cc1OC	2.6%	-0.6	-10.6%	-4.4%	3.3%	4.8	-1.2	?	4.8%
CCNC(=O)COc1ncnc2scc(-c3ccc(F)cc3)c12	-5.3%	-0.6	0.0%	-5.0%	-1.9%	-2.4	-4.3	1.3%	-21.8%
CC(CC(=O)NC1CCCCC1)S(=O)(=O)c1ccc2c(c1)NC(=O)CO2 (configuration not stated)	0.7%	0.5	-15.7%	-7.2%	-3.4%	0.4	0.3	35.5%	1.3%
C=C(Br)Cn1c(CC)nc2ccccc21	-0.7%	0.9	42.4%	-5.1%	-8.9%	-2.8	-6.4	0.0%	1.7%
C=CCNC(=O)N1c2ccccc2Sc2ccccc21	0.5%	-1.0	27.1%	-3.3%	3.8%	-3.0	0.3	0.0%	-8.4%
COc1ccc(C(C2C(=O)CC(C)(C)CC2=O)C2C(=O)CC(C)(C)CC2=O)cc1CO	2.7%	1.1	?	-0.9%	-6.1%	-6.7	-36.8	-10.6%	1.7%
Cc1cccc(-n2cnc3c(sc4nc(N5CCOCC5)c5c(c43)CCCC5)c2=O)c1	-0.6%	0.0	15.1%	-6.5%	1.4%	-12.7	8.7	13.9%	-8.5%
Cc1c(NC(=O)/C(C#N)=C/c2ccccc2)c(=O)n(-c2ccccc2)n1C	-0.6%	0.4	-6.2%	-1.1%	-8.6%	-1.6	2.6	-3.7%	-5.2%
O=C(Nc1ccc(S(=O)(=O)N2CCCC2)cc1)c1ccc([N+](=O)[O-])cc1	3.9%	.	-8.5%	-3.6%	7.7%	-13.2	.	-7.1%	9.1%
N#C/C(=C\c1c(N2CCC(C(N)=O)CC2)nc2ccccn2c1=O)C(=O)NC1CCCCC1	-0.4%	0.4	-12.9%	-4.4%	-1.2%	0.1	16.8	?	-1.9%
O=C(CSc1nnc(-c2cnccn2)n1Cc1ccco1)c1ccc(Cl)cc1	-12.7%	-1.7	?	-0.4%	7.5%	5.8	-15.2	-16.9%	-6.1%
O=C(O)c1cc(-c2ccccc2)n(-c2ccc(F)cc2)n1	-0.1%	-2.3	0.3%	-1.0%	1.7%	-5.4	-4.8	-0.3%	0.0%
COc1ccc(N2CCN(C(CNS(=O)(=O)c3ccccc3)c3ccccc3)CC2)cc1 (configuration not stated)	1.5%	0.1	17.6%	-4.7%	0.1%	-14.4	-4.4	14.1%	-8.3%
CC(C)c1ccc(-c2c(C#N)c(N)nc(SCC(=O)N3CCCCCC3)c2C#N)cc1	-2.7%	-1.3	-25.0%	-4.4%	-10.3%	-3.4	-0.4	-6.2%	-7.3%
Cc1cc2oc(=O)cc(CN3CCN(c4ccc(Cl)c(Cl)c4)CC3)c2cc1Cl	1.9%	.	.	-3.1%	.	-7.9	.	?	.
COc1cc(-c2noc(C)c2C(=O)NCc2ccc3c(c2)OCO3)cc(OC)c1OC	2.2%	.	-7.3%	-3.0%	-3.7%	3.5	.	?	1.4%
COc1cccc(CNC(=O)[C@H](C)NC(=O)C2CCN(S(=O)(=O)c3ccccc3)CC2)c1	-0.2%	0.9	-67.8%[56.9 µM]	-1.5%	5.1%	-6.2	4.6	-3.4%	3.5%
O=C(N/N=C/c1ccc[nH]1)c1ccc2c(c1)OCO2	-0.2%	1.4	1.7%	-4.2%	3.2%	0.0	-1.3	?	10.6%
CCN(CC(=O)Nc1ccc(NC(C)=O)cc1)C(=O)C1CC(=O)N(c2ccc3c(c2)OCCO3)C1 (configuration not stated)	-4.4%	.	.	-4.2%	.	-6.8	.	15.0%	-7.4%
COc1ccc(OC)c(S(=O)(=O)N2CCN(c3c(C)cccc3C)CC2)c1	0.0%	-0.3	4.1%	?	-9.3%	0.7	35.7*	-17.5%	-12.5%
CSCCC(NS(=O)(=O)c1ccc2c(c1)oc(=O)n2C)C(=O)N1CCN(c2cccc(Cl)c2)CC1 (configuration not stated)	5.3%	0.4	8.3%	-3.1%	0.8%	-10.0	.	-11.2%	-2.7%
O=C(NC(=O)c1ccccc1F)Nc1nc(-c2cccs2)cc(C(F)(F)F)n1	-4.3%	0.3	5.7%	-2.8%	10.2%	-1.0	-16.0	-6.8%	0.4%
CCOC(=O)c1ccc(NC(=O)C(=O)NCc2ccccn2)cc1	0.2%	-1.7	1.4%	-4.8%	-7.5%	-6.2	-8.8	0.6%	-3.0%
O=C(CCOc1ccccc1)Nc1ccccc1[N+](=O)[O-]	-2.5%	0.1	8.4%[11.4 µM]	9.8%	11.9%	0.4	5.7	5.4%	-6.4%
C/C(=N/NS(=O)(=O)c1ccc(F)cc1)c1ccncc1	2.6%	0.3	-28.5%	-1.9%	-0.1%	-0.7	0.6	?	-4.5%
O=C(Nc1cc2c3c(c1)CC(=O)N3CCC2)c1ccc(Cl)cc1	-6.6%	0.0	-10.6%	2.6%	5.0%	-0.4	-7.7	-11.4%	-21.9%
O=C(NC(=S)N1CCCCC1c1cccnc1)c1ccc(Br)cc1 (configuration not stated)	1.8%	0.5	15.8%	-4.4%	3.2%	-5.0	-9.7	?	3.5%
COc1ccc(C(=O)c2oc3ccccc3c2NC(=O)c2cccc(OC)c2)cc1	-2.3%	0.1	-20.9%	-1.1%	5.8%	-2.2	.	-28.0%	0.1%
O=C(NCC1CCCO1)c1cccc(S(=O)(=O)Nc2ccc(F)cc2)c1 (configuration not stated)	-7.3%	0.2	12.2%	0.4%	10.8%	-1.0	-17.0	50.5%[activator]	11.0%
COc1cc(CNCCSc2nnnn2C)ccc1OCc1ccc(F)cc1	3.1%	.	0.7%	7.4%	8.1%	1.4	.	0.0%	-3.4%
COc1ccc(C(NC(=O)c2ccc(-c3ccccc3)cc2)c2ccccc2)cc1 (configuration not stated)	0.4%	0.3	-15.7%	-2.0%	-5.7%	-4.0	7.9	1.2%	2.3%
O=C(Nc1cccnc1)c1cc2c(s1)-c1ccccc1OC2	?	-1.4	-13.2%	-6.0%	15.1%	0.4	-6.9	5.6%	-9.8%
CC1CCN(S(=O)(=O)c2ccc3c4c2CC(=O)N4CC(C)S3)CC1 (configuration not stated)	-0.2%	-0.1	-14.0%	-3.0%	43.5%[activator]	8.1	14.8	2.0%	-14.9%
COc1ccc(Cl)cc1-c1nc(SCC(=O)NC2CCCC2)n[nH]1	-0.5%	.	15.5%	-2.2%	9.1%	-13.3	.	-0.3%	-3.1%

An excerpt from above in order of their number in Glioma ERSR ind, highest first:
smiles | Glioma ERSR ind
O=C(Nc1cc2c3c(c1)CC(=O)N3CCC2)c1ccc(Cl)cc1 | 2.6%
CCC(C)N1C(=O)S/C(=C/c2ccc(Sc3nc4ccccc4[nH]3)o2)C1=O (configuration not stated) | -0.7%
Cc1c(NC(=O)/C(C#N)=C/c2ccccc2)c(=O)n(-c2ccccc2)n1C | -1.1%

Assay outcomes: PubChem BioAssay, National Center for Advancing Translational Sciences (NCATS)
